High-throughput results as filed in PubChem.
TDP1 inh: TDP1 (human) enzyme inhibition; Potency, µM (doses to about 130 µM), for the others: top-dose activity change, negative = inhibition, usual class: inhibitors; recombinant TDP1, AlphaScreen DNA substrate cleavage; AID 485290; 350,000 compounds, 0.28% hits; Q9NUW8; further: nearly all actives have a fitted effect of over 40% in size
Target sequence (Q9NUW8 whole entry, looked up): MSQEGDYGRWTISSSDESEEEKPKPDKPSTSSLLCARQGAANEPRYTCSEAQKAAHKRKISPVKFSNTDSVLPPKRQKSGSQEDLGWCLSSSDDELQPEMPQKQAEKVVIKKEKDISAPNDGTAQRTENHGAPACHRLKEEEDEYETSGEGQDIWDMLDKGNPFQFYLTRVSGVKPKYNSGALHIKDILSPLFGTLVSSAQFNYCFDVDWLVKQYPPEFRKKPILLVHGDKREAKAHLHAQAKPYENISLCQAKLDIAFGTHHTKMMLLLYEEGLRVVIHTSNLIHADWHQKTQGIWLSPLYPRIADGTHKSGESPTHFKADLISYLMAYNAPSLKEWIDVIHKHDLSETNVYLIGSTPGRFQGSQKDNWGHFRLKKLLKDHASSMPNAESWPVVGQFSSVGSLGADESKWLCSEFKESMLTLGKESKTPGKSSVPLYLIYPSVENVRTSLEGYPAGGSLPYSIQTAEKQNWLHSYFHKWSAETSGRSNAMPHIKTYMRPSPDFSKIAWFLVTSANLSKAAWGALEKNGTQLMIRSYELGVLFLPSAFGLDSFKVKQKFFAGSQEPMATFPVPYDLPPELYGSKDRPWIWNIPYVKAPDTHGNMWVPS
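AlphaScreen read-out: signal falls as enzyme removes the 3' tyrosine-FITC from a 5'-biotinylated DNA oligo (15 nM, 5 min, RT). Enzyme was E. coli-made recombinant Tdp1 at 1 nM, exposed to compound for 15 min beforehand; beads 10 ug/ml, 10 min.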
DT40 TDP1 no CPT: qHTS for Inhibitors of human tyrosyl-DNA phosphodiesterase 1 (TDP1): qHTS in cells in absence of CPT; DT40 Tdp1-/- hTDP1 cells, no CPT, ATP luminescence, 48 h; Potency, µM (top dose mostly 46.2 µM), for the others: top-dose activity change, negative = growth inhibition, hits mostly inhibitors; 420,000 compounds, 15% hits; further: nearly all actives have a fitted effect of over 55% in size
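Chicken DT40 Tdp1-/- cells stably complemented with human TDP1 were seeded at 400 cells/well with DMSO in place of 20 nM camptothecin. After compound pinning, cells grew at least 48 hr at 37 °C; viability read by CellTiter-Glo luminescence.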
DT40 TDP1 CPT: growth inhibition of DT40 Tdp1-/-;hTDP1 cells with camptothecin (screen for TDP1 inhibitors) | AID 686979 | 420,000 compounds, 12% hits | Potency, µM (series often up to 46.2 µM), for inactives: top-dose activity change, negative = growth inhibition, actives largely listed as inhibitors | chicken DT40 Tdp1-/-;hTDP1 cells + 20 nM CPT, ATP luminescence, 48 h; further: nearly all actives have a fitted effect of over 55% in size
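Cell growth measured by CellTiter-Glo luminescence after a minimum 48 h, 37 C compound exposure with 20 nM CPT in Tdp1-knockout DT40 cells stably expressing hTDP1, seeded 400/well; qHTS titration format.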
Numbers without * were called inactive; & = joins results of further samples; [ ] = remark or other dose. The call rests on the fitted dose curve; in most records, active means well fitted curve in the direction sought with a large enough effect; inconclusive means small, poorly fitted or top-dose-only effect, or another doubt; inactive means no such curve, though single readings can be large; an effect the other way counts as inactive or inconclusive. On the % scale 0 is the no-effect control and ±100 the full control effect; potency means the concentration at half of the fitted maximal effect.

What do the screens show for `Cc1cc(C)c(NC(=O)CSc2nc(=O)n3cc(C)ccc3n2)c(C)c1`?
DT40 TDP1 no CPT: inconclusive; DT40 TDP1 CPT: inconclusive

Results for Clc1ccc(Cl)c2sc(N3CCCC3)nc12 ?
TDP1 inh: 0.0%; DT40 TDP1 no CPT: -2.1%; DT40 TDP1 CPT: -14.9%

Results for Cc1nnc2ccc(-c3ccc(NS(C)(=O)=O)cc3)nn12 ?
TDP1 inh: 4.3%; DT40 TDP1 no CPT: -1.0%; DT40 TDP1 CPT: -3.2%

How did C/C=C(/C)C(=O)O[C@@H]1Cc2c(ccc3ccc(=O)oc23)OC1(C)C do in these assays?
TDP1 inh: -1.7%; DT40 TDP1 no CPT: inconclusive; DT40 TDP1 CPT: inconclusive

What do the screens show for `CN(Cc1cn(C)nc1-c1cccc(Cl)c1)CC1CCCCO1` (centres undefined)?
TDP1 inh: -5.4%; DT40 TDP1 no CPT: 7.5%; DT40 TDP1 CPT: 7.7%

What do the screens show for `C[C@@H](N)C(=O)O`?
TDP1 inh: -2.4%; DT40 TDP1 no CPT: -29.8%&-16.9%; DT40 TDP1 CPT: 3.5%&-2.6%

What do the screens show for `COC(=O)c1c(NC(=O)COc2ccccc2Cl)sc2c1CCC(C(C)(C)C)C2` (centres undefined)?
TDP1 inh: -5.7%[12.3 µM]; DT40 TDP1 no CPT: -26.7%; DT40 TDP1 CPT: -15.2%

What do the screens show for `Cc1ccc(NC2CCCN(C(=O)c3ccoc3)C2)cc1C` (centres undefined)?
TDP1 inh: 3.8%; DT40 TDP1 no CPT: -0.1%; DT40 TDP1 CPT: -11.5%

How did COc1ccc(C(=O)COC(=O)CCn2nnc(-c3cccs3)n2)cc1 do in these assays?
TDP1 inh: 1.1%; DT40 TDP1 no CPT: -1.0%; DT40 TDP1 CPT: 12.7%

Results for CC(=O)NC(C(=O)N1CCC(c2nc3ccccc3s2)CC1)C(C)C (centres undefined) ?
TDP1 inh: 0.4%; DT40 TDP1 no CPT: -0.4%; DT40 TDP1 CPT: -0.6%

What do the screens show for `O=C(COc1ccccc1)NCC1(N2CCCCC2)CCCCC1`?
TDP1 inh: 5.8%; DT40 TDP1 no CPT: 5.7%; DT40 TDP1 CPT: -0.9%

Results for CCOC(=O)C(=O)Nc1sc(C(=O)N2CCOCC2)c(C)c1C#N ?
TDP1 inh: -1.2%; DT40 TDP1 no CPT: -14.5%; DT40 TDP1 CPT: 0.6%

How did NS(=O)(=O)c1ccc(CCNC(=O)CSc2ccc(Cl)cc2Cl)cc1 do in these assays?
DT40 TDP1 no CPT: -23.2%; DT40 TDP1 CPT: -23.7%

What do the screens show for `O=C(Nc1ccc(F)c(F)c1)c1cccnc1`?
TDP1 inh: 3.0%; DT40 TDP1 no CPT: 3.7%; DT40 TDP1 CPT: -4.2%

How did COc1ccc(OC)c(CN2CCCC(c3nc(C)ncc3-c3ccc(F)cc3)C2)c1 (centres undefined) do in these assays?
DT40 TDP1 no CPT: inconclusive; DT40 TDP1 CPT: 20.6µM*

Among those listed so far, these contain an aryl thioether with sulfur outside any ring.
What do the screens show for `Cc1cc(C)c(NC(=O)CSc2nc(=O)n3cc(C)ccc3n2)c(C)c1`?
DT40 TDP1 no CPT: inconclusive; DT40 TDP1 CPT: inconclusive

How did NS(=O)(=O)c1ccc(CCNC(=O)CSc2ccc(Cl)cc2Cl)cc1 do in these assays?
DT40 TDP1 no CPT: -23.2%; DT40 TDP1 CPT: -23.7%

The listing picks up, repeating the 2 entries before the break.
What do the screens show for `O=C(Nc1ccc(F)c(F)c1)c1cccnc1`?
TDP1 inh: 3.0%; DT40 TDP1 no CPT: 3.7%; DT40 TDP1 CPT: -4.2%

How did COc1ccc(OC)c(CN2CCCC(c3nc(C)ncc3-c3ccc(F)cc3)C2)c1 (centres undefined) do in these assays?
DT40 TDP1 no CPT: inconclusive; DT40 TDP1 CPT: 20.6µM*

What do the screens show for `CC(Nc1ccc2c(c1)OCCO2)C(=O)N1CCc2ccccc21` (centres undefined)?
TDP1 inh: 2.6%; DT40 TDP1 no CPT: -20.3%; DT40 TDP1 CPT: -19.8%

What do the screens show for `Cc1cc(OCC(=O)Nc2cc(-c3nc4ncccc4o3)ccc2C)ccc1Cl`?
DT40 TDP1 no CPT: inconclusive; DT40 TDP1 CPT: inconclusive

What do the screens show for `Cc1ccc(N=C2C(=S)N(c3ccc(C)cc3)C(=N)N2/N=C/c2ccc(Cl)cc2)cc1`?
TDP1 inh: 2.5%; DT40 TDP1 no CPT: 25.9µM*; DT40 TDP1 CPT: 25.9µM*

Results for N#CC1(NC(=O)CSc2nnc(Cc3ccccc3)o2)CCCCC1 ?
TDP1 inh: -3.1%; DT40 TDP1 no CPT: inconclusive; DT40 TDP1 CPT: -7.3%

Results for CN1CCN(S(=O)(=O)c2ccc(NC(=S)NC(=O)c3ccc(Cl)cc3)cc2)CC1 ?
TDP1 inh: 11.5%; DT40 TDP1 no CPT: inconclusive; DT40 TDP1 CPT: inconclusive

How did CCCNC(=O)C1(C)CCN1C(=O)C/C=C/c1ccccc1 (centres undefined) do in these assays?
DT40 TDP1 no CPT: -25.2%; DT40 TDP1 CPT: -21.7%

What do the screens show for `CCOc1cc(-c2ccc(OC(=O)c3ccccc3Cl)c(OC)c2)cc(=O)c2c(C)oc(C)c12`?
TDP1 inh: -2.6%; DT40 TDP1 no CPT: inconclusive; DT40 TDP1 CPT: inconclusive

How did COc1ccc(NC(=O)N2CCC3(CC2)CCN(C(=O)c2cc(C(F)(F)F)cc(C(F)(F)F)c2)CC3)cc1 do in these assays?
DT40 TDP1 no CPT: -28.2%; DT40 TDP1 CPT: -0.4%

How did Cc1ccsc1/C=N/NC(=O)c1nnn(-c2nonc2N)c1CN(C)c1ccccc1 do in these assays?
TDP1 inh: 6.0%; DT40 TDP1 no CPT: inconclusive; DT40 TDP1 CPT: inconclusive

How did NC(c1csc(NC(=O)c2cccc(OC(F)(F)F)c2)n1)c1ccccc1Cl (centres undefined) do in these assays?
DT40 TDP1 no CPT: 5.8µM*; DT40 TDP1 CPT: 4.11µM*

How did S=C1SCN(Cc2ccccc2)CN1Cc1ccccc1 do in these assays?
TDP1 inh: 0.0%; DT40 TDP1 no CPT: inconclusive; DT40 TDP1 CPT: 8.41µM*

Results for CCN(CC)C(=O)c1cccc(-c2csc(C(NC(C)=O)c3cccc(OC)c3)n2)c1 (centres undefined) ?
DT40 TDP1 no CPT: inconclusive; DT40 TDP1 CPT: inconclusive

Results for COCCn1cnnc1SCC(=O)Nc1cccc(S(=O)(=O)N2CCCCCC2)c1 ?
TDP1 inh: -4.3%; DT40 TDP1 no CPT: 4.7%; DT40 TDP1 CPT: -22.8%

What do the screens show for `COc1ccc(CN(CCC#N)CCC2(c3ccccc3)CC(C)N(C)CC2C)cc1OC` (centres undefined)?
TDP1 inh: 2.4%; DT40 TDP1 no CPT: -15.6%; DT40 TDP1 CPT: 3.0%

What do the screens show for `CC1CCC2(CC1)NC(=O)N(NC(=O)CSc1nnc(NC3CC3)s1)C2=O` (centres undefined)?
TDP1 inh: 0.1%; DT40 TDP1 no CPT: -25.6%; DT40 TDP1 CPT: -21.9%

Results for COc1ccc([C@H]2N[C@]3(CCCN(Cc4ccc(Br)cc4)C3=O)[C@H]3C(=O)N(Cc4ccccc4)C(=O)[C@@H]23)cc1 ?
DT40 TDP1 no CPT: 14.6µM*; DT40 TDP1 CPT: inconclusive

How did O=C(/C=C/c1ccco1)c1cccnc1 do in these assays?
DT40 TDP1 no CPT: inconclusive; DT40 TDP1 CPT: -26.3%

Results for CNC(=O)c1cc2cc(OC)ccc2n1CCN(Cc1ccccc1)Cc1ccccc1 ?
TDP1 inh: 2.3%; DT40 TDP1 no CPT: inconclusive; DT40 TDP1 CPT: -26.8%

How did Cc1ccc2c(c1)C1(OCCCO1)C(=O)N2 do in these assays?
DT40 TDP1 no CPT: -10.8%; DT40 TDP1 CPT: -8.9%

Results for CCCCCSc1nc2c(cnn2-c2ccccc2)c(=O)[nH]1 ?
TDP1 inh: -1.1%; DT40 TDP1 no CPT: inconclusive; DT40 TDP1 CPT: inconclusive

What do the screens show for `Cc1ccccc1-n1ncc2c1CC(C)(C)CC2NC(=O)CCC(F)(F)F` (centres undefined)?
DT40 TDP1 no CPT: inconclusive; DT40 TDP1 CPT: -10.7%

What do the screens show for `Cc1ccc(-n2ncc(C(=O)N3CCN(C(=O)c4ccco4)CC3)c2C2CCN(C(=O)OC(C)(C)C)CC2)cc1C`?
TDP1 inh: -0.3%; DT40 TDP1 no CPT: 8.3%; DT40 TDP1 CPT: -7.7%

How did O=C(NCCc1ccco1)C(=O)NCC1OCCCN1S(=O)(=O)c1ccc(F)cc1 (centres undefined) do in these assays?
TDP1 inh: 2.5%; DT40 TDP1 no CPT: 14.6%; DT40 TDP1 CPT: -24.2%

Results for COc1cc(C)c(CN2CCC3(CCC(CNC(=O)c4ccnn4C)O3)CC2)cc1C (centres undefined) ?
DT40 TDP1 no CPT: -28.0%; DT40 TDP1 CPT: 16.4µM*

What do the screens show for `O=C(NCCCN1CCOCC1)c1cc(-c2cccs2)on1`?
TDP1 inh: 0.9%; DT40 TDP1 no CPT: inconclusive; DT40 TDP1 CPT: -20.1%

How did COC(=O)[C@H](CO)NS(=O)(=O)c1ccc(C)cc1 do in these assays?
DT40 TDP1 no CPT: -9.6%; DT40 TDP1 CPT: 9.8%

How did COc1ccc2c(-c3ccccc3)cc(SCC(=O)N(C)C)nc2c1 do in these assays?
TDP1 inh: 0.0%; DT40 TDP1 no CPT: inconclusive; DT40 TDP1 CPT: inconclusive

Results for COc1ccc(C(=O)NCCC(=O)N2CCC3(CC2)NCCc2[nH]cnc23)cc1 ?
TDP1 inh: 3.9%; DT40 TDP1 no CPT: -24.8%; DT40 TDP1 CPT: inconclusive

What do the screens show for `CCOC(=O)C1=C(C)N(C)C(=O)NC1c1cccc2ccccc12` (centres undefined)?
DT40 TDP1 no CPT: 25.9µM*; DT40 TDP1 CPT: inconclusive

Results for CCC(Cc1ccccc1)NC(=O)C1CC1 (centres undefined) ?
DT40 TDP1 no CPT: 11.1%; DT40 TDP1 CPT: 0.5%

The last 2 records of the section before lead into the next:
What do the screens show for `CCOC(=O)C1=C(C)N(C)C(=O)NC1c1cccc2ccccc12` (centres undefined)?
DT40 TDP1 no CPT: 25.9µM*; DT40 TDP1 CPT: inconclusive

Results for CCC(Cc1ccccc1)NC(=O)C1CC1 (centres undefined) ?
DT40 TDP1 no CPT: 11.1%; DT40 TDP1 CPT: 0.5%

What do the screens show for `Nc1c(C(=O)Nc2ccccc2Cl)nnn1Cc1cccc(Cl)c1`?
TDP1 inh: -1.2%; DT40 TDP1 no CPT: -28.7%; DT40 TDP1 CPT: -22.4%

What do the screens show for `CN(C)c1ccc(-c2cc(N(C)Cc3ccco3)ncn2)cc1`?
DT40 TDP1 no CPT: inconclusive; DT40 TDP1 CPT: inconclusive

What do the screens show for `CC(C)COC(=O)N1CCCCC1c1cc(C(=O)NCc2ccccc2)no1` (centres undefined)?
DT40 TDP1 no CPT: inconclusive; DT40 TDP1 CPT: 18.4µM*

How did CCCc1cc(N2CCN(c3ccccc3F)CC2)n2cnnc2n1 do in these assays?
TDP1 inh: -2.3%; DT40 TDP1 no CPT: 25.9µM*; DT40 TDP1 CPT: 18.4µM*

Results for Nc1nc(Cl)nc2c1ncn2C1CCC(CO)O1 (centres undefined) ?
DT40 TDP1 no CPT: 1.46µM*; DT40 TDP1 CPT: 1.03µM*

How did Cc1cn([C@H]2C[C@H](O)[C@@H](CNC(=O)[C@@H]3CCCN3Cc3ccccc3)O2)c(=O)[nH]c1=O do in these assays?
DT40 TDP1 no CPT: 3.2%; DT40 TDP1 CPT: 4.1%

Results for COc1cccc(C2C([N+](=O)[O-])=C(N)Oc3cc(C)oc(=O)c32)c1 (centres undefined) ?
DT40 TDP1 no CPT: -4.1%; DT40 TDP1 CPT: 0.8%

Results for CCOc1ccc(C(=O)c2cn(CC(=O)Nc3ccc(C)c(Cl)c3)c3ccc(OCC)cc3c2=O)cc1 ?
TDP1 inh: 1.3%; DT40 TDP1 no CPT: -1.8%; DT40 TDP1 CPT: 10.7%

Results for CCCCOc1ccc(Cc2c(COCC)[nH]c(=S)[nH]c2=O)cc1 ?
TDP1 inh: -4.8%; DT40 TDP1 no CPT: inconclusive; DT40 TDP1 CPT: -1.7%

How did CN(CC(=O)Nc1ccc(N2CCOCC2)cc1)C(=O)CCNC(=O)c1ccccc1Cl do in these assays?
TDP1 inh: 0.7%; DT40 TDP1 no CPT: -1.3%; DT40 TDP1 CPT: -1.0%
